S1P4 antag: antagonists of human S1P4 receptor. O95977. S1P4-expressing cells, antagonist mode, reporter read-out. inhibition, % at 4.98 µM. 0.26% of 220,000 active. AID 1510; in the data active = inhibition above about 29%;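 also: 0% = wells stimulated with agonist and 100% = vehicle wells without agonist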
S1P4 ag: agonists of human S1P4 receptor; O95977; S1P4-expressing cell line, agonist reporter assay; activation, % at 4.98 µM; 0.35% of 220,000 active; AID 1509; in the data active = activation above about 11%;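 also: 0% = DMSO vehicle and 100% = reference agonist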
NPY2 pot ag: potentiators or agonists of human neuropeptide Y receptor Y2. cells expressing NPY-Y2, potentiator/agonist read-out. 0.45% of 220,000 active. P49146. activation, % at 3.6 µM; in the data active = activation above about 27%;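 also: cells stimulated with NPY near EC25 plus isoproterenol at EC100; 0% = vehicle plus submaximal agonist and 100% = vehicle plus saturating agonist; some results beyond the cut were filed as inactive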
Target sequence (P49146 whole entry, looked up): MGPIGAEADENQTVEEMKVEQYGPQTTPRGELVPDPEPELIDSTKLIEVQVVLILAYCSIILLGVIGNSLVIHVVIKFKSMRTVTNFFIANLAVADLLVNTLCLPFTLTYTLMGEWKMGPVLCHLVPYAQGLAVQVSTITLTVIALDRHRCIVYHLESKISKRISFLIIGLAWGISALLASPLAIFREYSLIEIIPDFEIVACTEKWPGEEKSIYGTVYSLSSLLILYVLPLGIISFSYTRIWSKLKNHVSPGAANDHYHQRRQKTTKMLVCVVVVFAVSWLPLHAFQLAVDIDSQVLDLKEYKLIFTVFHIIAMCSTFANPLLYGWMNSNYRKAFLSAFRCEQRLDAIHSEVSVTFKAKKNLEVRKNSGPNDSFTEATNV
BaF3 parental: parental Ba/F3 viability inhibition as JAK2V617F counter-screen; CellTiter-Glo ATP luminescence; inhibition, % at 5.6 µM; 1.1% of 220,000 active;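 active = inhibition above a per-campaign cutoff, the mean inhibition of all tested compounds plus 3 SD, cut at about 27% in these data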;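 also: 0% = DMSO wells and 100% = JAK Inhibitor I control wells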
NPY Y1 blocker: blocks the human neuropeptide Y Y1 receptor; HEK293-CNG Y1 cells, membrane potential fluorescence; NPY at EC95, then isoproterenol; P25929; inhibition, % at 3.6 µM; AID 1040; 1% of 200,000 active;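 active = inhibition above the campaign mean inhibition of all tested compounds plus 3 SD, cut at about 20% in these data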;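 also: 0% = DMSO wells given NPY plus isoproterenol and 100% = isoproterenol alone without NPY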
Target sequence (P25929 whole entry, looked up): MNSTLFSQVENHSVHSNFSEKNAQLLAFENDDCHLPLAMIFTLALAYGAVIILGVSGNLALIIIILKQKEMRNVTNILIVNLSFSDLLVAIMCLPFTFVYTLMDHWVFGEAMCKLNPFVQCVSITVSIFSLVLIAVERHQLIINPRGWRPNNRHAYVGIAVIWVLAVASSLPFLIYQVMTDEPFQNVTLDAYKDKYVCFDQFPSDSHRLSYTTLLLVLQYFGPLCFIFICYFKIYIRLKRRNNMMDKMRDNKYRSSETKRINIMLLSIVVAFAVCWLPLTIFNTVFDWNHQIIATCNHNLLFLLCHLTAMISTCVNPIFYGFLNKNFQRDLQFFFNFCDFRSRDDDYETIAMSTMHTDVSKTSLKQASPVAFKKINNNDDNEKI
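Material: HEK293 cells co-expressing NPY Y1 receptor and cyclic-nucleotide gated channel. Timing: compound incubation 1 h at room temperature, readout 45 min post-stimulation. Signal: fluorescence, membrane potential probe.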
NPY1 pot ag: human NPY-Y1 potentiation or agonism, primary screen. NPY-Y1 expressing cells, potentiator/agonist activation. activation, % at 3.6 µM. AID 1304. P25929. 0.37% of 220,000 active; in the data active = activation above about 33%, passing the limit was not always enough;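 also: cells stimulated with NPY at EC10 then isoproterenol at EC100; 0% = low agonist plus stimulus and 100% = saturating agonist plus stimulus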
Runt-CBFb FRET: inhibitors of human RUNX1 Runt domain binding to CBFb | AID 1496 | inhibition, % at 20 µM | Q01196+Q13951 | 0.46% of 220,000 active | Cerulean-Runt/Venus-CBFb FRET ratio 530/480, 1 h;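 active = inhibition over about 50% at 20 µM in the single-dose screen, limit read from the data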;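 also: 0% = DMSO wells and 100% = excess unlabeled CBFb competitor control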
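Assay system: Cerulean-tagged RUNX1 Runt domain (FRET donor) fusion protein / Amount: 100 nM each of Venus-CBFb and Cerulean-Runt domain / Medium: Tris buffer pH 7.5 with salts and BSA / Also added: Venus-CBFb 100 nM / Schedule: 1 h complex formation plus 1 h compound treatment, room temperature / Signal: FRET fluorescence / Read-out: loss of energy transfer signal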
RBBP9 inhibitor: human RBBP9 hydrolase inhibition; 0.2% of 220,000 active; recombinant RBBP9, FP-Rh probe fluorescence polarization; inhibition, % at 7.94 µM; AID 1515;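 active = inhibition above the campaign mean of all tested compounds plus 3 SD, cut at about 14% in these data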;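 also: plate controls were DMSO wells with RBBP9 for no effect and wells lacking RBBP9 protein for full effect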
Target sequence (O75884 whole entry, looked up): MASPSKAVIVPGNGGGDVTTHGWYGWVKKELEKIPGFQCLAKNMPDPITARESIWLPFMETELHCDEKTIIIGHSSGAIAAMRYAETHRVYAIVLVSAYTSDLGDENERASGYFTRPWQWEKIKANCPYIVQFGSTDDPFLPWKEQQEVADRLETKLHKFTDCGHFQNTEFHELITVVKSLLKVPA
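System: RBBP9 protein / Quantity: 2.5 µM RBBP9 dispensing solution, before mixing / Also added: Serine-hydrolase probe FP-Rh, 375 nM pre-mixing / Dosing: 7.94 µM single dose, 0.794% DMSO / Timing: enzyme-compound preincubation 30 min, then probe labeling 45 min, 25 °C / Signal: FP readout at 525/598 nm / Controls: DMSO-treated enzyme wells and wells lacking RBBP9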
Ba/F3 V617F tox: lowers viability of Ba/F3 cells expressing EpoR and JAK2V617F; ATP luminescence; inhibition, % at 5.6 µM; 1.1% of 220,000 active; AID 1446;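 active = inhibition above the campaign mean plus 3 SD over all tested compounds, cut at about 24% in these data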;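 also: cytokine-independent growth of Ba/F3 cells driven by EpoR plus mutant JAK2; 0% = DMSO-treated cells and 100% = JAK inhibitor I control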
* hit, by the source's call; . = not tested or not shown.

Fields: S1P4 antag	S1P4 ag	NPY2 pot ag	BaF3 parental	NPY Y1 blocker	NPY1 pot ag	Runt-CBFb FRET	RBBP9 inhibitor	Ba/F3 V617F tox
CN(C)c1ccnc2sc3c(SCc4ccc(Cl)cc4)ncnc3c12
 : -32	-0.3	1	4	-1	-9	-5	-2	2
Nc1c(C(=O)NCc2ccc(F)cc2)c2nc3ccccc3nc2n1CCCN1CCOCC1
 : -11	9.9	-3	6	13	-18	12	4	1
CC(C)(C)c1nc2ccccc2c2nnc(SCC(=O)Nc3nccs3)n12
 : -15	-4.0	-7	0	2	4	-1	-4	1
CCOC(=O)C1CCCN(C(=O)Cn2nc(CC)n3c(cc4sccc43)c2=O)C1 (configuration not stated)
 : -24	1.4	4	5	2	-1	3	-4	-2
c1ccc2c(c1)CCc1c-2nc2ccccc2c1N1CCOCC1
 : 7	1.9	4	-3	.	-8	-9	-1	0
COc1ccc(CN(C(=O)c2ccco2)c2ccc(Br)cc2)cc1OC
 : -26	-0.1	2	3	2	23	-1	-7	-2
Cc1ccc(S(=O)(=O)c2cc3c(=O)n4cccc(C)c4nc3n(CC3CCCO3)c2=N)cc1C (configuration not stated)
 : -12	0.3	-1	-3	.	6	66*	3	0
CN(NC(=O)c1c(Cl)cccc1Cl)c1cccc(Cl)n1
 : 13	-0.1	-13	2	1	-2	0	6	-4
CC1(C)Cc2cccc(OCC(=O)N3CCN(S(=O)(=O)c4ccc(F)cc4)CC3)c2O1
 : 0	1.6	-21	7	-8	9	-2	5	4
COc1ccc(/C=N/NC(=S)Nc2cccc(C(=O)O)c2)cc1OC
 : -2	0.6	1	7	3	0	0	-5	2
Nc1nc(SCc2ccc([N+](=O)[O-])cc2)nc2nc3c(cc12)CCCC3
 : 0	-1.2	1	8	1	-16	-13	-6	5
Nc1ccccc1SCC1CSc2nc3ccccc3c(=O)n21 (configuration not stated)
 : -2	14*	-5	5	-3	12	2	8	0
COC(=O)CN1C2=NCCCN2c2ccccc21
 : -4	-0.7	-7	2	6	9	1	4	-2
OCCN1CCN(CCOc2cccc(Cl)c2)CC1
 : -8	2.1	7	6	3	20	2	-7	-2
O=c1c(N2CCOCC2)nsnc1N1CCOCC1
 : -13	2.3	-1	-1	1	10	1	-6	-3
O=C(CN1CCCc2ccccc21)N/N=C/c1ccc(F)cc1F
 : -8	-1.2	1	-6	.	30	0	-4	-1
Cc1ccc(NC(=O)c2nn(C34CC5CC(CC(C5)C3)C4)cc2[N+](=O)[O-])cc1
 : -24	0.0	14	5	4	11	0	-10	4
Cc1ccc(S(=O)(=O)c2c(C(=O)c3ccccc3)cnc3cc4c(cc23)OCCO4)cc1
 : -4	-0.8	-4	2	-1	-22	-2	-7	-2
Cc1cc(C)cc(C(=O)NCC(=O)OCC(=O)Nc2cccnc2Cl)c1
 : 1	2.6	9	7	3	-4	-4	-5	1
Oc1ccccc1/C=N/N1CCCCC1
 : -19	-1.5	-4	1	6	9	1	-3	2

New compounds follow:
Fields: S1P4 antag	S1P4 ag	NPY2 pot ag	BaF3 parental	NPY Y1 blocker	NPY1 pot ag	Runt-CBFb FRET	RBBP9 inhibitor	Ba/F3 V617F tox
O=C(CS(=O)CC(=O)N(c1cccc(F)c1)C(C(=O)NC1CCCCC1)c1ccco1)Nc1ccc(F)cc1 (configuration not stated)
 : -15	2.0	-6	5	0	10	-2	7	-1
Cn1c2c(c(=O)n(C)c1=O)C(c1ccc(O)cc1)Nc1ccccc1O2 (configuration not stated)
 : 11	-0.6	21	2	0	-21	2	0	1
O=C(NCc1ccccc1)c1cccc(NS(=O)(=O)c2cccc3cccnc23)c1
 : -22	-0.6	-21	7	9	-43	-3	-5	2
O=C(c1nc2ccccn2c1CN1CCCC(OCc2ccccc2)C1)N1CCCC1 (configuration not stated)
 : -2	1.5	-18	11	24*	-19	1	-10	3
COc1cc(NC(=O)CSc2nnc(NC(C)C)s2)cc(OC)c1OC
 : -28	1.1	2	3	2	-13	-8	-9	2
CCOC(=O)c1c(N)n[nH]c1-c1ccc(OC)cc1
 : 16	-0.3	3	6	4	-20	0	-6	1
CN1CCN(C(=O)/C(C#N)=C/c2ccc(OC(F)F)cc2)CC1
 : -16	-0.9	-3	-1	.	14	1	5	-3
CCOC(=O)C1(C(=O)OCC)CC1c1ccccc1 (configuration not stated)
 : -26	1.1	-14	-1	-2	7	-1	-8	-4
CCO[C@@H]1OC(C(=O)O)=C[C@H](c2csc3ccccc23)[C@H]1CCCO
 : 14	-2.7	-10	2	-4	-10	-1	-11	2
Cc1nc(N2CCN(C(=O)c3ccco3)CC2)c2c3c(sc2n1)CC(C)CC3 (configuration not stated)
 : 7	2.5	-16	8	4	-15	-4	-5	4
CC(C)c1ccc(NC(=O)COc2ccc(C3SCCS3)cc2)cc1
 : -10	1.2	-25	0	.	2	-2	-10	-6
CCOC(=O)N1CCN(C(=O)c2ccccc2N(C)S(C)(=O)=O)CC1
 : -4	0.1	-11	0	3	-24	1	-4	-1
COc1cc(NC(=O)c2ccc([N+](=O)[O-])cc2)ccc1NC(=O)C(C)C
 : -6	4.0	-19	7	0	-11	0	0	4
CSc1nc(N2CCOCC2)c2c(c1C#N)CCCCC2
 : -18	1.4	-4	4	14	-45	-1	6	-2
NC(CSCc1cccc(Br)c1)C(=O)O (configuration not stated)
 : -13	-0.1	-1	4	8	-14	0	-4	-1
COC(=O)C1=CN(CCCN2CCCC2=O)C=C(C(=O)OC)C1c1cccs1
 : -15	0.8	4	1	-5	-5	24	-3	-5
O=C(NCCO)/C(=C/c1cccc([N+](=O)[O-])c1)NC(=O)c1ccco1
 : -4	-0.1	-16	10	-1	-11	2	1	1
Cc1sc2nc(SCC(=O)NCc3cccs3)[nH]c(=O)c2c1C
 : -9	-0.8	3	3	12	-21	-2	5	2
Clc1ccc(C[n+]2csc3ccccc32)cc1
 : 15	1.5	9	3	-2	4	46	-5	1
Nc1nc(SCC(=O)NCCCN2CCOCC2)nc2sc3c(c12)CCC3
 : 3	0.2	-1	4	-2	17	1	-4	-4

Remaining list, next part
Fields: S1P4 antag	S1P4 ag	NPY2 pot ag	BaF3 parental	NPY Y1 blocker	NPY1 pot ag	Runt-CBFb FRET	RBBP9 inhibitor	Ba/F3 V617F tox
CCOc1ccc2nc(SCC(=O)N3CCN(C(=O)c4ccco4)CC3)sc2c1
 : 0	-3.6	-17	6	1	-30	1	-1	0
CCCNC(=S)NCc1ccc(Cl)cc1
 : -8	1.9	-3	7	-1	5	1	-6	0
CCCCCC1NC(=O)NC1CCCCCC(=O)O (configuration not stated)
 : -11	0.2	-6	2	-1	-28	-1	-1	2
O=C(COc1ccc(N2C(=O)c3ccccc3C2=O)cc1)c1ccccc1
 : 1	-1.0	-4	5	-4	-4	1	4	2
Cc1ccc(C(c2sc3nc(C)nn3c2O)N2CCN(C(=O)c3ccco3)CC2)cc1 (configuration not stated)
 : -11	0.4	-3	6	-2	-25	0	-1	3
COc1ccc(CC(=O)NC2CC(C)(C)NC(C)(C)C2)cc1
 : -16	-1.6	0	1	0	0	0	2	-1
COc1ccc(S(=O)(=O)Nc2cc(Cl)ccc2OC)cc1
 : -13	1.5	11	72*	-2	3	-1	-6	81*
CCOc1ccccc1OCC(=O)NCCc1ccc(S(N)(=O)=O)cc1
 : -14	1.4	-13	5	-2	0	2	-7	1
O=C(CCc1ccccc1)Nc1ccccc1C(=O)N1CCOCC1
 : -2	-0.6	-25	1	-3	-5	0	-3	-4
O=C(Nc1cccc2c1C(=O)NC2=O)c1cccnc1Cl
 : -2	3.9	2	8	5	9	-1	-3	-1
O=C(CN(C1CCCCC1)S(=O)(=O)c1ccccc1)N1CCCC1
 : -14	-1.1	-10	8	-5	-12	-2	-3	7
CSCCC1NC(=O)N(CC(=O)Nc2ccc(-c3ccccc3)cc2)C1=O (configuration not stated)
 : -10	0.4	12	-6	.	16	2	-1	1
CC(C)CN1CN(Cc2ccco2)CNC1=S
 : -17	-0.3	5	2	3	16	-1	-8	-2
Cc1cc(N/N=C/c2ccccc2)nc(N2CCOCC2)n1
 : 6	0.3	-10	-3	.	7	2	-6	-1
O=C(N/N=C/c1c(F)c(F)c(F)c(F)c1F)c1cccc(S(=O)(=O)N2CCOCC2)c1
 : -9	2.0	8	2	-1	-5	0	-2	-1
COc1ccc(-c2cc(C3CCN(c4ncccc4[N+](=O)[O-])CC3)[nH]n2)cc1
 : -20	1.4	14	2	-10	8	-3	-1	0

An excerpt of these results, with each value named.
Molecule: O=C(NCCO)/C(=C/c1cccc([N+](=O)[O-])c1)NC(=O)c1ccco1
- S1P4 antag: -4
- S1P4 ag: -0.1
- NPY2 pot ag: -16
- BaF3 parental: 10
- NPY Y1 blocker: -1
- NPY1 pot ag: -11
- Runt-CBFb FRET: 2
- RBBP9 inhibitor: 1
- Ba/F3 V617F tox: 1
Molecule: Cc1sc2nc(SCC(=O)NCc3cccs3)[nH]c(=O)c2c1C
- S1P4 antag: -9
- S1P4 ag: -0.8
- NPY2 pot ag: 3
- BaF3 parental: 3
- NPY Y1 blocker: 12
- NPY1 pot ag: -21
- Runt-CBFb FRET: -2
- RBBP9 inhibitor: 5
- Ba/F3 V617F tox: 2
Molecule: Clc1ccc(C[n+]2csc3ccccc32)cc1
- S1P4 antag: 15
- S1P4 ag: 1.5
- NPY2 pot ag: 9
- BaF3 parental: 3
- NPY Y1 blocker: -2
- NPY1 pot ag: 4
- Runt-CBFb FRET: 46
- RBBP9 inhibitor: -5
- Ba/F3 V617F tox: 1
Molecule: Nc1nc(SCC(=O)NCCCN2CCOCC2)nc2sc3c(c12)CCC3
- S1P4 antag: 3
- S1P4 ag: 0.2
- NPY2 pot ag: -1
- BaF3 parental: 4
- NPY Y1 blocker: -2
- NPY1 pot ag: 17
- Runt-CBFb FRET: 1
- RBBP9 inhibitor: -4
- Ba/F3 V617F tox: -4

High-throughput results from PubChem BioAssay.
